Source: PubChem (National Center for Advancing Translational Sciences (NCATS))
IMPase inh = cell-permeable inhibitors of inositol monophosphatase (IMPase) | AID 901 | 120,000 tested, under 10 active | inhibition (IP1 accumulation), % at 46.1 µM | P97697 | CHO-M1 cells, IP1 accumulation, HTRF TR-FRET ratio; active means well fitted curve in the direction sought with a large enough effect in the signal ratio, not every such curve was filed as active; inconclusive means small, poorly fitted or top-dose-only effect, or a change in a side signal; inactive means no such curve, though single readings can be large or run the other way; the % refers to the signal ratio;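 further: cells stimulated with carbachol in lithium chloride buffer; plate controls were DMSO basal wells for no effect and reference inhibitor wells for full effect; higher means more IMPase inhibition seen as more IP1 and lower FRET ratio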
Target sequence (P97697 whole entry, looked up): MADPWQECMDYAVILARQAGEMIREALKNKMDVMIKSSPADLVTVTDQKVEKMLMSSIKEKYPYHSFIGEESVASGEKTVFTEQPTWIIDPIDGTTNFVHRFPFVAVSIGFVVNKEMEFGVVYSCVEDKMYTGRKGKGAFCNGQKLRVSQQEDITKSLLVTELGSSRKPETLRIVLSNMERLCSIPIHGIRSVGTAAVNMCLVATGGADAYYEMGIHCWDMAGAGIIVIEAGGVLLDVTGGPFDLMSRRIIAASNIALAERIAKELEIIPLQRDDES
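In this qHTS, compounds (final up to 46 uM) act on CHO-M1 cells that are then activated through the M1 receptor with carbachol, in pH 7.4 buffer containing 50 mM LiCl, for 30 min. IP1 accumulation is quantified by the IP-One immunoassay.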
15-hLO-2 inh = inhibitors of human 15-lipoxygenase 2 (ALOX15B); O15296; purified 15hLO-2, xylenol orange hydroperoxide absorbance; Potency, µM (titrated, usually from 57.1 µM), for the others: at the highest dose activity change, negative = inhibition, actives largely listed as inhibitors; 110,000 compounds, 0.56% hits; further: potency means the concentration at half of the fitted maximal effect; nearly all actives have a fitted effect of over 60% in size; many of its hits are not listed in these tables
Target sequence (O15296 whole entry, looked up): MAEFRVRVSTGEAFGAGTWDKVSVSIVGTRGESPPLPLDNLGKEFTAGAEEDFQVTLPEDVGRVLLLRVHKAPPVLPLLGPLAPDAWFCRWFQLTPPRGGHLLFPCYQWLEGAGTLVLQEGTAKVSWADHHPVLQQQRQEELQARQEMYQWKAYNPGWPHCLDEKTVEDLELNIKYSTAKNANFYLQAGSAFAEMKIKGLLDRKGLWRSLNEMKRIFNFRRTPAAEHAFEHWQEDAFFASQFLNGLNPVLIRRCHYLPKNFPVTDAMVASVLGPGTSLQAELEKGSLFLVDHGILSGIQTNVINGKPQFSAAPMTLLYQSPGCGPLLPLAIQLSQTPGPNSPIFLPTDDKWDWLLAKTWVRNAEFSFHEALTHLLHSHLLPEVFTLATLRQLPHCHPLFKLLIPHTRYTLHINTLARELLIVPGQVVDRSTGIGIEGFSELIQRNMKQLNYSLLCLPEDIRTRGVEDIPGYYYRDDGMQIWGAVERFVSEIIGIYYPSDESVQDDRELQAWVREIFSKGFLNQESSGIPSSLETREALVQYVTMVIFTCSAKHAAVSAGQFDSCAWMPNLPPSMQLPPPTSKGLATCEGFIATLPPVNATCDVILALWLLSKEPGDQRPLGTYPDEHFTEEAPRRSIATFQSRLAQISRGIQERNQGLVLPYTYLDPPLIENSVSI
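Purified human 15hLO-2 (50 nM final) preincubated with compounds 15 min at room temperature in 25 mM Hepes pH 7.5, 0.01% Triton X-100, then 45 uM arachidonic acid added for 90 min; hydroperoxide detected via ferrous/xylenol orange, 573/405 nm absorbance ratio.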
PNC assembly inh = inhibitors of perinucleolar compartment assembly. activity change (PNC), negative = inhibition, % at 10 µM. 140,000 compounds, 3.1% hits. PC3M PTB-GFP, PNC prevalence imaging, 16 h; hits give low values. AID 2417;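 active means readout at or below -70, meaning at least 70% loss of cells showing the perinucleolar compartment, a nuclear body marking cancer cells; inconclusive means readout between -30 and a set limit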;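 further: plate controls were DMSO wells for no effect and camptothecin positive control wells for full effect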
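PC3M cells stably expressing PTB-GFP, 750–1000 cells/well, treated 16 h at 37 °C with compound (23 nl of library stock), in duplicate. After paraformaldehyde fixation and Hoechst stain, imaged at 20x; PNC prevalence scored by image analysis.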
ALOX12 inhib = inhibitors of human 12-lipoxygenase (ALOX12) | 150,000 compounds, 0.12% hits | Potency, µM (series often up to 57.1 µM), for the others: at the highest dose activity change, negative = inhibition, hits mostly inhibitors | P18054 | purified 12-hLO, xylenol orange hydroperoxide absorbance | AID 1452; further: potency means the concentration at half of the fitted maximal effect; nearly all actives have a fitted effect of over 55% in size; many of its hits are not listed in these tables
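Purified human 12hLO (150 nM), preincubated 15 min with compound, then 40 uM arachidonic acid for 30 min, room temperature, Hepes pH 7.0 with 0.01% Triton X-100. Hydroperoxide detected by ferrous iron/xylenol orange; 573/405 nm absorbance ratio gives reaction progress.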
* hit, by the source's call; ? = inconclusive; / = no result given; [ ] = another dose, or the depositor's remark. Unless noted, the call rests on the fitted dose curve; in most records, active means well fitted curve in the direction sought with a large enough effect; inconclusive means small, poorly fitted or top-dose-only effect, or another doubt; inactive means no such curve, though single readings can be large; an effect the other way counts as inactive or inconclusive. Unless noted, on the % scale 0 is the no-effect control and ±100 the full control effect.

Sample of the layout (two entries):
1. O=C(CC1SC(N2CCCCC2)=NC1=O)Nc1cccc(C(=O)O)c1 (stereo not given)
2. CCOC(=O)C(C#N)C(Cc1ccccc1)c1ccco1 (stereo not given)
entry no.	1	2
IMPase inh	0	6
15-hLO-2 inh	29%	-11%
PNC assembly inh	24	13
ALOX12 inhib	-2%	-13%

All compounds of this part, from the start:
1. O=C(CC1SC(N2CCCCC2)=NC1=O)Nc1cccc(C(=O)O)c1 (stereo not given)
2. CCOC(=O)C(C#N)C(Cc1ccccc1)c1ccco1 (stereo not given)
3. O=C(CSC1=NCCS1)Nc1cccc2ccccc12
4. O=C(CSc1nnc(-c2ccccn2)n1-c1ccccc1)Nc1ccc2c(c1)OCO2
5. CCCOC(=O)c1ccc(NS(=O)(=O)c2cccs2)cc1
6. c1coc(CN(Cc2ccco2)c2ncnc3c2oc2ccccc23)c1
7. CCCCCC1NC(=O)NC1CCCCCC(=O)O (stereo not given)
8. CCN(CC)S(=O)(=O)c1ccc(Cl)c(OC)c1
entry no.	1	2	3	4	5	6	7	8
IMPase inh	0	6	-9	-2	3	10	-4	5
15-hLO-2 inh	29%	-11%	-11%	-17%	1%	/	-3%	2%
PNC assembly inh	24	13	17	-7	?	9	-7	0
ALOX12 inhib	-2%	-13%	-4%	-2%	3%	-12%	-3%	-7%

9. CS/C(=N\S(=O)(=O)c1ccc(Cl)cc1)c1ccccc1
10. O=C(Nc1ccccc1Cl)c1ccccc1Cc1ccccc1
11. O=C(CCc1ccccc1)NC1CCSC1=O (stereo not given)
12. CC(C)CSc1nc2ccccc2c(=O)[nH]1
13. C=CC(C)N1C(=O)S/C(=C\c2ccc(N3CCOCC3)cc2C)C1=O (stereo not given)
14. Cc1cc(NC(=O)CSc2nnc(-c3ccco3)n2Cc2ccco2)no1
15. CCOc1ccc(CCNC(=O)C(O)c2ccccc2)cc1 (stereo not given)
16. CCOc1ccccc1N(CC(=O)Nc1ccccc1C(=O)NCc1ccco1)S(C)(=O)=O
entry no.	9	10	11	12	13	14	15	16
IMPase inh	5	/	-7	-2	/	5	12	-6
15-hLO-2 inh	-4%	/	-2%	3%	/	-5%	-3%	-4%
PNC assembly inh	0	?	6	?	36	-24	12	-1
ALOX12 inhib	0%	-6%	3%	2%	-2%	-2%	3%	11%

17. COc1ccc(CCNC(=O)C2CCN(S(=O)(=O)c3ccc(-n4cnnn4)cc3)CC2)cc1OC
18. CNS(=O)(=O)c1cccc(C(=O)OCc2csc(-c3ccccc3)n2)c1
19. CCOC(=O)Cn1nc(-c2ccc(Cl)cc2)cc1N
20. CN(C)c1ccc(-c2ccncc2)cc1
21. Cn1c(=O)oc2cc(S(=O)(=O)NCCCN3CCCC3=O)ccc21
22. O=C(Nc1nn[nH]n1)C12CC3CC(CC(C3)C1)C2
23. CCc1ccccc1SCc1noc(C(=O)NCC2CCCO2)c1C(=O)O (stereo not given)
24. CC1(C)N=C(N)N=C(N)N1c1cccc(C(=O)O)c1
entry no.	17	18	19	20	21	22	23	24
IMPase inh	3	/	-1	6	1	0	3	0
15-hLO-2 inh	-9%	/	-5%	2%	-1%	2%	1%	-3%
PNC assembly inh	?	?	?	-18	2	12	14	-11
ALOX12 inhib	-3%	-3%	1%	-15%	12%	-4%	1%	-7%

Profiles, quoted from the list:
Profile of `CNS(=O)(=O)c1cccc(C(=O)OCc2csc(-c3ccccc3)n2)c1` = IMPase inh: /; 15-hLO-2 inh: /; PNC assembly inh: ?; ALOX12 inhib: -3%
Profile of `CCc1ccccc1SCc1noc(C(=O)NCC2CCCO2)c1C(=O)O` (stereo not given) = IMPase inh: 3; 15-hLO-2 inh: 1%; PNC assembly inh: 14; ALOX12 inhib: 1%
Profile of `Cn1c(=O)oc2cc(S(=O)(=O)NCCCN3CCCC3=O)ccc21` = IMPase inh: 1; 15-hLO-2 inh: -1%; PNC assembly inh: 2; ALOX12 inhib: 12%

(further entries)
25. CCOC(=O)CCc1c(C)c2ccc(OCc3ccc([N+](=O)[O-])cc3)cc2oc1=O
26. Clc1cc2cccnc2c2ccccc12
27. CC12CCC(=O)N1c1ccccc1C(=O)N2c1ccccc1 (stereo not given)
28. Cc1oc(-c2ccc3c(c2)OCCO3)cc1C(=O)O
29. CCC/C=C(\CCC)C(NC(=O)c1ccccc1)c1ccc(C(=O)OC)cc1 (stereo not given)
30. N#CN=C1SCCS1
31. NC(N)=NC(N)=Nc1ccc(C(=O)O)cc1
32. Cc1cc2cc(C=C(C#N)C#N)c(Cl)nc2cc1C
entry no.	25	26	27	28	29	30	31	32
IMPase inh	?	/	5	-1	/	11	/	/
15-hLO-2 inh	5%	/	0%	-9%	18%	-6%	-2%[11.4 µM]	/
PNC assembly inh	14	?	-17	26	/	-20	/	-7
ALOX12 inhib	-3%	-3%	0%	-5%	-1%	-1%	-1%[11.4 µM]	-4%

33. CCOc1ccc(CCNC(=O)CSc2nn(-c3ccc(C)c(Cl)c3)c(=S)s2)cc1OCC
34. CCCCNC(NCCCC)=C(S(=O)(=O)CC)S(=O)(=O)CC
35. COc1cc(C2C(=O)N(C3CCCC3)CC(=O)N2Cc2ccco2)ccc1OC(C)C (stereo not given)
36. COc1ccc(NC2CCN(C3CC(=O)N(c4ccc(F)c(Cl)c4)C3=O)CC2)cc1 (stereo not given)
37. CCOC(=O)C1Oc2ccccc2C(c2ccc(C)cc2)=C1C(=O)OC (stereo not given)
38. COCC(C)NC(=O)c1cc(-c2cccc(OC)c2)on1 (stereo not given)
39. O=C(CCCc1nc2ccccc2s1)N1CCN(S(=O)(=O)c2cccs2)CC1
40. CCN(CC)S(=O)(=O)c1ccc(-c2nnc(SCC(=O)Nc3cc(OC)cc(OC)c3)o2)cc1
entry no.	33	34	35	36	37	38	39	40
IMPase inh	?	-6	5	-3	/	1	?	1
15-hLO-2 inh	/	2%	-21%	-19%	-5%[0.0915 µM]	-2%	-17%	-4%
PNC assembly inh	?	?	17	-20	/	-10	-17	-20
ALOX12 inhib	-8%	0%	9%	-12%	-2%[0.00818 µM]	-2%	-2%	0%

41. CCOC(=O)c1ccc(NC(=O)CSc2n[nH]c(-c3ccncc3)n2)cc1
42. COc1ccc(C2=NCCn3cccc32)c(OC)c1
43. CCOC(=O)c1c(-c2ccc(OC)cc2)csc1/N=C/C1=C(O)CCCC1=O
44. COc1ccc(NC(=O)C2C(=O)NC3(C)CC2c2ccccc2O3)cc1 (stereo not given)
45. O=C(c1ccc(Cl)c(Cl)c1)N1CCC(=O)N(C(COCc2cccc(C(F)(F)F)c2)Cc2ccccc2)CC1 (stereo not given)
46. CC(C)C(=O)NC(=S)Nc1ccccc1C(=O)Nc1ccccc1
47. Cc1ccc(NS(=O)(=O)c2ccc(C3CCCCC3)cc2)cc1
48. CCCS(=O)(=O)n1nc(-c2ccc(OC)cc2OC)cc1N
entry no.	41	42	43	44	45	46	47	48
IMPase inh	4	/	/	0	/	-3	-10	-11
15-hLO-2 inh	6%	/	/	-1%	/	-10%	/	/
PNC assembly inh	-29	1	?	-27	32	94	12	30
ALOX12 inhib	-3%	-3%	-4%	-3%	-5%	4%	-9%	-3%

49. CCN(CC)S(=O)(=O)c1cc(C(=O)Oc2ccccc2OC)ccc1OC
50. CC1CCCN(C(C(=O)NC2CCCCC2)c2cc3c(cc2[N+](=O)[O-])OCO3)C1 (stereo not given)
51. CC1CCN(c2nncc3ccccc23)CC1
52. Cc1ccc(CNC(=O)C2CC(c3cccc([N+](=O)[O-])c3)=NO2)o1 (stereo not given)
53. CCN1CC(c2ccccc2)C(c2ccc(Cl)cc2)=N1 (stereo not given)
54. CCOC(=O)NC(Nc1nnc(SCC)s1)(C(F)(F)F)C(F)(F)F
55. CCCCOC(=O)CSc1nnc(-c2cc(OC)c(OC)c(OC)c2)o1
56. Cn1c(=O)[nH]c(=O)c2c1nc(N1CCCC1)n2CCCSc1nnnn1-c1ccccc1
entry no.	49	50	51	52	53	54	55	56
IMPase inh	7	/	?	0	/	11	8	/
15-hLO-2 inh	3%	/	-5%	-15%	/	-2%	-15%	/
PNC assembly inh	14	18	-93*	22	?	16	68	10
ALOX12 inhib	-3%	?	-4%	-6%	-5%	0%	-3%	0%

57. COc1ccccc1C(=O)Nc1ccc(S(=O)(=O)N2CCc3ccccc32)cc1
58. CN(CC(=O)Nc1cccnc1)S(=O)(=O)c1ccccc1
59. CC(=O)c1sc(NC(=O)C=C(C)C)nc1C
60. O=C(CCC(=O)OCC(F)(F)C(F)F)NCc1ccccc1
61. Cc1ccc(N(Cc2ccc([N+](=O)[O-])cc2)C(=O)c2ccco2)cc1C
62. O=C(Nc1cc(F)cc(F)c1)c1ccc(NCCc2ccccc2)c([N+](=O)[O-])c1
63. Cc1ccc(N(CC(=O)NN=C2CCN(C)CC2)S(=O)(=O)c2ccccc2)c(C)c1
64. COc1ccccc1C(=O)Oc1ccc2c(c1)O/C(=C\c1ccncc1)C2=O
entry no.	57	58	59	60	61	62	63	64
IMPase inh	2	6	7	-11	/	/	/	-5
15-hLO-2 inh	0%	3%	13%[2.29 µM]	-4%	/	/	/	/
PNC assembly inh	2	-22	?	34	9	17	18	24
ALOX12 inhib	2%	-1%	1%	-5%	-3%	-6%	-3%	0%

65. Cc1nc2c(ccc3nc(NC(=O)c4ccc(S(=O)(=O)N(C)C)cc4)sc32)s1
66. CCOC(=O)c1[nH]c2c(c1-c1ccc(OC)cc1)C(=O)CC(c1ccc(OC)c(OC)c1)C2 (stereo not given)
67. CCCNC(=O)NC(=O)COc1c(F)c(F)cc(F)c1F
68. C/C(N)=C(/C#N)C(=O)CSc1nnc(Nc2c(C)cccc2C)s1
69. Cc1cc(N/N=C/c2ccccc2O)nc(-c2ccccc2O)n1
70. CSc1ccc(Cl)c(C(=O)OCC(=O)N2CC(C)OC(C)C2)c1 (stereo not given)
71. COc1ccc(C(=O)Nc2ccccn2)cc1
72. CCn1c(C)nc2cc(-c3nc4n(n3)Cc3ccccc3-4)ccc21
entry no.	65	66	67	68	69	70	71	72
IMPase inh	-4	/	2	5	1	-5	?	3
15-hLO-2 inh	6%	/	9%	-8%	/	-3%	/	2%
PNC assembly inh	5	40	90	?	30	-22	-9	11
ALOX12 inhib	2%	0%	1%	-4%	0%	4%	-4%	-1%

73. CS(=O)(=O)N(CCc1ccccc1)CC(=O)N1CCN(c2ccccc2)CC1
74. Cc1ccc(O)c(-c2cc(C(=O)NCc3ccncc3)[nH]n2)c1
75. CCOC(=O)C1C(=O)CC(C)(O)C(C(=O)OCC)C1c1ccc(C)s1 (stereo not given)
76. COc1cc(OC)c(C(=O)Nc2ccc(N(C)C)cc2)cc1OC
entry no.	73	74	75	76
IMPase inh	9	6	12	4
15-hLO-2 inh	-1%	7%	-1%	-15%
PNC assembly inh	23	-6	?	3
ALOX12 inhib	-4%	-7%	-4%	-4%

The list is partial; rates above refer to the full screens.
